Screening data as filed in PubChem.
GPR7 antagonist: GPR7 receptor antagonists, primary screen, cell-based, fluorescence, single concentration; 1.1% of 290,000 active; GPR7-expressing cells, fluorescence antagonist assay; inhibition, % at 4.4 µM; Neuropeptides B/W receptor type 1 (Homo sapiens), P48145; in the data active means inhibition above about 16%, passing the limit was not always enough;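 further: cells stimulated with the agonist NPW; 0% = agonist with vehicle and 100% = vehicle without agonist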
GalR3 antagonist: GalR3 antagonists in HEK293 cells, primary screen, cell-based, fluorescence readout. inhibition, % at 3 µM. HEK293 GalR3-CNG cAMP membrane potential fluorescence; galR3 body fused to GalR1 C-terminus. 0.44% of 360,000 active. Galanin receptor type 3 (Homo sapiens), O60755;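 active means inhibition above the screen-wide average plus 3 SD, cut at about 13% in these data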;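 further: forskolin and galanin both at EC90 stimulate the cells; cAMP rise reported by CNG channel membrane potential dye signal; 0% = forskolin plus galanin with DMSO and 100% = forskolin alone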
Target sequence (O60755 1-299 limits assumed): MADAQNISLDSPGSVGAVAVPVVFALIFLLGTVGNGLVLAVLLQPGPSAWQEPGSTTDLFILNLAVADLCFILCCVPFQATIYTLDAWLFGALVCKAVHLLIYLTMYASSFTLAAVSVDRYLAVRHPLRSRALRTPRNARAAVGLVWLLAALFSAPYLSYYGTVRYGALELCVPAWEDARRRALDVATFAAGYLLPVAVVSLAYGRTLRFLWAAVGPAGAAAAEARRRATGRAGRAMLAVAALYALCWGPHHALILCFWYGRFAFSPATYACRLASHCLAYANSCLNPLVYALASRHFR
FID counter: compounds displacing fluorescent DNA intercalator, primary screen, artefact control for HCV NS3 helicase inhibitor project, biochemical, FID fluorescence. DNA fluorescent intercalator displacement. inhibition, % at 7.9 µM. 0.17% of 290,000 active. AID 1845, 2009; in the data active means inhibition above about 37%;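 further: 0% = vehicle and 100% = reference compound; higher means more ethidium bromide displaced from hairpin DNA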
NS3 helicase inh: inhibitors of HCV NS3 helicase, primary screen, biochemical, Cy5 molecular beacon fluorescence; Hepatitis C virus NS3 helicase; NS3 helicase DNA unwinding; inhibition, % at 10.9 µM; 0.56% of 290,000 active; AID 1800, 2009;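 active means inhibition above the mean of all tested compounds plus 3 SD, set per campaign, cut at about 35% in these data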;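 further: 0% = DMSO wells and 100% = thioflavine S control wells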
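Control set: DMSO versus 110 µM thioflavine S; Material: NS3 helicase fragment of HCV; Measured by: Cy5 fluorescence at 0 and 60 min, beacon hairpin quenching; Read-out basis: percent inhibition from t60/t0 fluorescence ratio; Times: reaction time 60 min, 25 °C; Repeats: single replicate; Compound dosing: single dose, 10.9 µM nominal final, DMSO 0.8% final.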
OXTR ag: human OXTR agonists, primary screen, fluorescence, CHO-OTR cells, Fluo-8 calcium; activation, % at 3 µM; Fluo-8 calcium fluorescence; normalized: DMSO 0%, oxytocin 100%; 0.32% of 320,000 active; Oxytocin receptor (Homo sapiens), P30559;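 active means activation above the mean of all tested compounds plus 3 SD, cutoff set per screening run, cut at about 20% in these data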;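 further: peak over basal fluorescence ratio from a 100 s FLIPR kinetic read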
Target sequence (P30559 whole entry, looked up): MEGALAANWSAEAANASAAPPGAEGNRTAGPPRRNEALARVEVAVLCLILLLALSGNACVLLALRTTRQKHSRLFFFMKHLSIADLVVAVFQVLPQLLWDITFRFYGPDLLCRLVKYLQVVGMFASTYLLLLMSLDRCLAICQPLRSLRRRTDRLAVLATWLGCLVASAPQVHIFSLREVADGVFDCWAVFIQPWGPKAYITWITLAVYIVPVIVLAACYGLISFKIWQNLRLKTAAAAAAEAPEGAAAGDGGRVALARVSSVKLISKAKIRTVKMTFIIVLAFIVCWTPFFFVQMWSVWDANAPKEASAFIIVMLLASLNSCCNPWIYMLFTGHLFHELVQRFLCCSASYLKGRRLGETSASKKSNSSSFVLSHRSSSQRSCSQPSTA
PHOSPHO1 block: PubChem AID 1565; Phosphoethanolamine/phosphocholine phosphatase (Homo sapiens), Q8TCT1; recombinant PHOSPHO1, absorbance phosphatase assay; inhibition, % at 13.3 µM; 1.1% of 290,000 active; in the data active means inhibition above about 60%
Target sequence (Q8TCT1 whole entry, looked up): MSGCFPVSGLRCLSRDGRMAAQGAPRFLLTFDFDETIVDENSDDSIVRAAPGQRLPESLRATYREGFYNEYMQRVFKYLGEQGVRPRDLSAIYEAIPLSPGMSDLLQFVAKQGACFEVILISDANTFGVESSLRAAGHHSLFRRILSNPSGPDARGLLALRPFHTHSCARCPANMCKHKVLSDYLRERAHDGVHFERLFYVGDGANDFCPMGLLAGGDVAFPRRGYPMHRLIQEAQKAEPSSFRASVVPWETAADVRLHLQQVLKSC
IMP-1 inhibitor: IMP-1 metallo-beta-lactamase inhibitors, primary screen, biochemical, epi-absorbance readout, Pseudomonas aeruginosa enzyme | 0.45% of 290,000 active | inhibition, % at 5.6 µM | metallo-beta-lactamase IMP-1 (Pseudomonas aeruginosa) | AID 1556, 2009 | purified IMP-1, nitrocefin hydrolysis, epi-absorbance fluorescence;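 active means inhibition above the mean plus 3 SD of all compounds in the same screening run, cut at about 4.5% in these data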;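 further: 0% = IMP-1 with DMSO and 100% = DMSO wells lacking enzyme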
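system = purified recombinant IMP-1 beta-lactamase | amount = 0.2 nM IMP-1, as dispensed | medium = HEPES buffer pH 7.1 with ZnSO4 and Brij 35 | times = 25 °C, 15 min preincubation, 25 min reaction | detection = plate fluorescence quenching by hydrolysis product, ex 480/em 530 nm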
VIM-2 inhibitor: VIM-2 metallo-beta-lactamase inhibitors, primary screen, biochemical, epi-absorbance readout, Pseudomonas aeruginosa enzyme; purified VIM-2, nitrocefin hydrolysis, epi-absorbance fluorescence; inhibition, % at 5.6 µM; 0.89% of 290,000 active;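 active means inhibition above the mean of all tested compounds plus 3 SD, cutoff set per screening run, cut at about 7.5% in these data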;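 further: red hydrolysis product quenches plate fluorescence so inhibitors raise well fluorescence; 0% = enzyme with DMSO and 100% = DMSO without enzyme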
V1R ag counter: agonists of human V1a receptor, primary screen, counter-screen for OXTR agonist project, fluorescence, CHO-V1R cells. Fluo-8 calcium fluorescence, agonist mode; 0% DMSO, 100% 3 nM vasopressin. activation, % at 3 µM. 0.25% of 320,000 active. AID 2797, 2010;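 active means activation above the mean activation of all tested compounds plus 3 SD, per screening run, cut at about 20% in these data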;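 further: signal is peak over basal fluorescence ratio across a 100 second FLIPR read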
* marks the source's active call; other numbers are inactive results; · = not tested or not shown.

The line under a structure holds: IMP-1 inhibitor	NS3 helicase inh	PHOSPHO1 block	VIM-2 inhibitor	GalR3 antagonist	GPR7 antagonist	FID counter	V1R ag counter	OXTR ag
> CC(=O)N1CCN(c2ccc(NC(=O)c3ccc(C)cc3)cc2)CC1
→ 0.1	4	38	-1.1	-3	4	-7	0.1	1.1
> CN(C)CC1CCCCC1OC(=O)c1ccc(Br)cc1 (stereo unspecified)
→ -0.3	6	16	-2.9	-5	-10	13	1.3	0.6
> O=C(Cn1ccc2cc(S(=O)(=O)N3CCCC3)ccc21)NCCc1ccccc1
→ -6.4	10	38	-2.4	-7	-1	-30	1.1	0.5
> O=C(COC(=O)c1ccc2c(c1)OCO2)Nc1ncc(Cl)cc1Cl
→ -2.3	0	4	-2.6	-1	-9	-10	0.4	-1.0
> COc1cccc(Nc2nc(N)nc(C(F)(F)F)n2)c1
→ -2.7	1	-10	-3.2	0	-16	-2	-1.0	-1.9
> CCc1cc2ccc(C)c(C)c2nc1SCC(=O)NNC(=O)c1ccco1
→ -3.3	-2	13	-5.0	-1	-13	-39	-0.6	-0.9
> O=C(CNC(=O)c1ccccc1)Nc1ccsc1C(=O)O
→ -0.2	5	18	1.6	-6	-10	-2	1.0	0.0
> COc1ccc(C(=O)OCC(=O)NC(C)(C)C)cc1[N+](=O)[O-]
→ -0.9	4	-4	-1.9	-1	-3	-3	0.6	0.5
> O=C(CCC(=O)N(CC(=O)NC1CCCCC1)c1ccc2c(c1)OCO2)Nc1ccccn1
→ -3.8	1	12	-3.6	-1	-9	-4	-0.3	-0.6
> COc1cc(CC(=O)Nc2sccc2C(N)=O)cc(OC)c1OC
→ -3.3	1	12	-3.4	-1	-11	-1	1.9	1.2
> COc1ccc(CNC(=O)C2CCCN2S(=O)(=O)c2ccc(F)cc2)cc1 (stereo unspecified)
→ -1.8	7	32	1.8	0	-3	-1	-0.7	-0.8
> COc1ccc(/C(O)=C2\C(=O)C(=O)N(CCN3CCOCC3)C2c2ccccc2OC)cc1 (stereo unspecified)
→ 1.1	4	-3	2.9	-2	-2	-5	·	·
> Cc1c(C(c2cccc([N+](=O)[O-])c2O)c2c(C)n(C)n(-c3ccccc3)c2=O)c(=O)n(-c2ccccc2)n1C
→ -4.2	13	42	-2.0	-4	-9	-16	0.4	-0.9
> CCOC(=O)c1c(NC(=O)Cc2cccs2)sc2c1CCCC2
→ -2.8	-1	-6	-1.9	0	-12	-3	-0.3	-0.7
> Cc1nc(CNS(=O)(=O)c2cccs2)cs1
→ -2.3	12	-7	-2.0	-2	-11	-3	0.5	0.8
> COc1ccc(N(CC(=O)NCc2ccco2)S(C)(=O)=O)cc1
→ -2.5	-2	23	-1.9	3	4	-5	1.5	-0.3
> CC(C)(C)CN1CCN(Cc2c[nH]c3ccccc23)CC1CCO (stereo unspecified)
→ -4.0	-7	·	-0.6	-2	-12	7	·	·
> CN(CC(O)COCc1ccccc1F)C1CCCCC1 (stereo unspecified)
→ -2.5	-6	58	-1.5	-2	-11	-2	0.0	0.2
> COc1ccc(NC(=O)C2CCCN(C(=O)Nc3ccc(F)cc3)C2)cc1OC (stereo unspecified)
→ -4.1	-2	31	-3.1	-8	-5	-17	1.2	0.5
> CCNC(=O)c1ccccc1CCc1ccccc1
→ -1.1	-4	51	-2.0	-5	-17	-3	-1.1	-1.2
> Cc1noc(C)c1CSc1nc2[nH]ncc2c(=O)n1-c1ccccc1
→ -1.1	-5	-3	-0.9	2	11	-9	-0.2	-2.4
> Cc1cc(N2CCN(C)CC2)nc2ccc(NC(=S)NCCCN3CCc4ccccc4C3)cc12
→ -0.3	-32	33	1.3	0	-9	41*	-0.2	1.6
> COc1cccc(C(=O)Nc2cc(-c3cn4cccnc4n3)ccc2C)c1
→ -0.9	-5	-79	0.0	-7	-11	-10	0.8	1.6
> C=CCNc1nc(N2CCOCC2)nc(N2CCOCC2)n1
→ 1.8	7	-20	-1.8	3	-10	-8	-0.2	0.4
> O=S(=O)(/N=C(/Nc1cccc2ccccc12)c1ccccc1)c1cccs1
→ -1.1	5	-7	-0.8	-7	5	-19	-0.9	-2.5
> Cn1nc(C(=O)N2CCc3ccccc32)c2ccccc2c1=O
→ -2.3	1	25	-2.8	-2	-5	-6	-1.8	-1.5
> CN(CC(O)COc1ccc(S(=O)(=O)N2CCOCC2)cc1Cl)C1CCCCC1 (stereo unspecified)
→ -3.2	-4	28	-2.9	-6	-11	8	0.2	4.4
> Cc1ccc(C(=O)N2CCN(C(=O)c3ccc(C)c(C)c3)C(C)C2)cc1C (stereo unspecified)
→ -0.9	-5	·	-2.2	·	-6	-4	·	·
> CC(CCc1ccccc1)NC(=O)C(=O)N1CCOCC1 (stereo unspecified)
→ -1.2	13	36	-2.3	-4	-4	2	0.7	0.7
> O=C(CN1CCN(Cc2ccccc2)CC1)NCCc1ccccc1
→ -3.1	3	·	-1.4	-7	-5	-5	-0.3	-1.1
> CCC1=NN2C(=N)/C(=C\c3cccn3-c3c(C)cccc3C)C(=O)N=C2S1
→ -3.1	5	11	0.9	1	1	-26	0.1	-2.0
> O=C(NCCN1CCOCC1)c1ccc2c(c1)N(Cc1ccccc1F)C(=O)c1ccccc1S2
→ -2.8	-31	-15	-2.9	0	9	2	3.1	3.2
> Cc1ccc(S(=O)(=O)NC(CC(=O)NCC2CCCO2)c2ccco2)cc1 (stereo unspecified)
→ -1.4	3	-7	-0.2	2	13	-5	-0.5	-0.6
> Cc1cc(-c2ccc(C)c(S(=O)(=O)N3CCN(c4ccc(F)cc4)CC3)c2)on1
→ -3.5	2	33	-4.0	-9	-6	-6	0.9	13
> COc1cc(CCC(=O)O)on1
→ -1.8	-1	36	-3.2	-1	-7	-2	1.3	0.8
> Cc1cccc(N=C2CSC(=O)N2)c1
→ -3.2	0	37	-1.0	-3	-2	5	0.8	1.6
> COCCN(Cc1cn[nH]c1-c1ccc2cc(OC)ccc2c1)C(C)C
→ 0.2	-4	-31	2.0	-6	15	16	·	·
> O=C(Nc1nc2c(cc3c4c(cccc42)CC3)s1)c1ccccc1Cl
→ -1.6	19	2	-4.0	-7	-9	-10	0.4	-0.6
> CCOC(=O)C1CCN(C2=C(NS(=O)(=O)c3ccc(Br)cc3)C(=O)c3ccccc3C2=O)CC1
→ -0.3	23	22	3.1	-5	-9	-3	-1.3	-2.8
> CCc1nnc(NC(=O)c2ccc(S(=O)(=O)N3CCN(Cc4ccccc4)CC3)cc2)s1
→ -3.1	-1	-4	-1.3	-7	1	-2	-0.2	-0.5
> COc1ccc(/C(O)=C2/C(=O)C(=O)N(CC3CCCO3)C2c2cccc(OC)c2)cc1 (stereo unspecified)
→ -2.2	12	-6	-5.4	-4	0	-19	0.1	-0.1
> O=C(Oc1cccc(Nc2ncnc3ccccc23)c1)c1ccccc1Cl
→ -1.6	-20	21	0.3	12	24	-4	6.1	8.0
> Cc1cc(Nc2ccccc2)nc(-c2ccccc2O)n1
→ -4.1	-18	-13	-3.6	-6	-12	13	-0.2	0.1
> O=C(Cc1ccc(Br)cc1)Nc1ccccc1Cl
→ -1.2	1	9	-1.6	-2	1	-3	0.0	-1.8
> O=C1C(=O)N(CC(=O)N2CCCC2)c2ccccc21
→ -3.5	-1	13	-6.3	-3	4	-3	-0.2	0.6
> c1ccc(-c2csc3ncnc(N4CCN(Cc5ccc6c(c5)OCO6)CC4)c23)cc1
→ -3.0	-29	28	-1.1	-8	2	-11	-0.6	-1.4
> CCOC(=O)c1sc2nc(N3CCCC3)c3c(c2c1N)CC(C)(C)OC3
→ -1.1	-10	55	-4.3	0	-1	-5	-1.0	-2.3
> Cc1ccc(/C=C2\C(=O)ON=C2c2ccccc2)o1
→ -1.7	24	4	-0.7	1	10	-7	0.1	0.6
> COc1cc(S(=O)(=O)NCCN2CCOCC2)c(OC)cc1Cl
→ -3.4	-5	16	-1.6	-3	-11	-4	-0.2	-1.3
> O=C(Nc1ccc2c(c1)nc1n2CCN(C2CCCCC2)C1)NC1CCCCC1
→ -2.0	-30	33	-0.6	·	-2	-12	-0.7	-0.6

Further records
The line under a structure holds: IMP-1 inhibitor	NS3 helicase inh	PHOSPHO1 block	VIM-2 inhibitor	GalR3 antagonist	GPR7 antagonist	FID counter	V1R ag counter	OXTR ag
> CCOC(=O)N1CCN(C(=O)c2ccc(S(=O)(=O)c3ccc(C)cc3)c(NC(C)=O)c2)CC1
→ -2.6	-1	4	-2.6	-3	-5	-26	-0.9	-1.1
> COc1ccc(-c2nc(CN(CC3CCC(=O)N3)C(C)C)c(C)o2)c(C)c1C (stereo unspecified)
→ -0.8	3	32	-3.9	-1	-6	-13	-1.9	-1.6
> COc1cc(/C=C/C(C)=O)cc(OC)c1OC
→ -5.7	-1	-1	-3.6	-2	-6	1	0.4	0.2
> CCCc1nc2scc(-c3ccccc3)c2c(=O)n1N
→ -3.4	2	38	-1.6	-4	-11	-12	1.9	1.5
> CC(C)Sc1nc2c([nH]1)c(=N)ncn2Cc1ccccc1
→ -3.6	-6	39	-4.0	-5	-3	-7	-0.3	-1.1
> Cc1onc(C(=O)NN)c1-c1csc(COc2ccc(Cl)cc2)n1
→ -2.0	-3	19	-1.5	·	-9	-5	8.8	6.8
> CCc1cc2ccc(C)cc2nc1SCC(=O)NNC(=O)c1ccco1
→ -4.0	-3	-17	-3.5	-5	-4	-27	-1.7	-2.1
> CCc1nnc(NC(=O)CSc2ncnc3scc(-c4ccc(C)cc4)c23)s1
→ -4.4	-1	-29	-3.2	-1	-3	-2	-0.1	-0.8
> Cc1ccccc1NNC(=O)C(=O)NNc1ccccc1C
→ -2.2	5	68*	-2.7	-3	-8	9	0.7	-1.3
> c1ccc2sc(NN=C3CCCCCC3)nc2c1
→ -4.3	-7	29	-3.0	-9	-13	4	0.0	-0.1
> COc1ccccc1NC(=O)Cn1nc(-c2ccc(Cl)cc2)c2ccccc2c1=O
→ -1.5	-1	16	-0.7	-4	11	-10	1.8	-1.8
> Cc1nc(SCCOc2ccccc2F)[nH]c(=O)c1Cc1ccccc1
→ -3.7	13	-26	-3.3	4	4	-5	-0.6	-1.1
> O=C(Nc1ccc(S(=O)(=O)Nc2ccnn2-c2ccccc2)cc1)C(F)(F)F
→ -2.8	8	11	-1.8	-9	1	6	0.1	0.3
> Cc1cc(C)cc(NC(=S)N2CCC(NC(=O)C3CC3)CC2)c1
→ -3.3	2	27	-2.5	-10	-13	-11	-0.3	0.5

Compounds were not picked by outcome; overall some 4.3% were active at least once.
